Source: PubChem BioAssay
STEP block = blocks human striatal-enriched tyrosine phosphatase | hit rate 0.25% among 360,000 | inhibition, % at 20 µM | recombinant STEP, OMFP fluorogenic substrate, fluorescence | P54829;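 active = inhibition at 20 µM, scaled per plate between control wells, above about 37%, limit read from the data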;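 also: 0% = DMSO with enzyme and substrate and 100% = substrate only without enzyme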
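Material: STEP (striatal-enriched tyrosine phosphatase) enzyme, cell-free | Medium: 50 mM Bis-Tris pH 6.0 with 2.5 mM DTT and 0.005% Tween 20 | Read-out: Percent inhibition scaled to no-enzyme and uninhibited-enzyme controls, plate-pattern corrected | Signal: Fluorescence read at 480 nm ex / 540 nm em | Times: 20 min reaction, room temperature, in the dark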
Scp-1 inhibitor = blocks human Scp-1 phosphatase activity | Q9GZU7 | Recombinant Scp1, phosphopeptide, malachite green phosphate absorbance | inhibition, % at 20 µM | hit rate 0.88% among 340,000;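 active = inhibition above about 50% at 20 µM, limit read from the data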;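 also: plate controls were DMSO wells with enzyme for no effect and wells lacking enzyme for full effect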
Target sequence (Q9GZU7 76-261 limits assumed): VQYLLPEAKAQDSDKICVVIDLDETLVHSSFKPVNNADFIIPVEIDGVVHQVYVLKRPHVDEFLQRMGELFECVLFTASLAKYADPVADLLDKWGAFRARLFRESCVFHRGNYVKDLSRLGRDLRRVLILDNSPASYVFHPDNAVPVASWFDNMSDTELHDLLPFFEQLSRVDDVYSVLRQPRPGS
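Test system – truncated SCP-1 phosphatase (76-261aa) · Reagent – Phosphorylated 17-residue peptide substrate · Incubation – 45 min room-temperature reaction, 5 min colour, 30 min stabiliser · Detection – colorimetric phosphate reagent with accelerator and stabiliser, absorbance at 630 nm · Measure – % inhibition at 20 µM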
SUMO1-SIM PPI = modulators of human SUMO1-mediated protein-protein interactions; P63165; SUMO1 binding to a labelled peptide, TR-FRET, 1 h; inhibition, % at 20 µM; hit rate 0.33% among 360,000; in the data active = inhibition above about 37%
LMPTP inh = blocks human LMPTP phosphatase; P24666; recombinant LMPTP-A, OMFP fluorogenic substrate, fluorescence intensity; inhibition, % at 20 µM; hit rate 0.22% among 360,000; AID 651560;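 active = compounds that cut the enzyme signal by at least half of the control window in the single-dose screen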;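 also: plate controls were DMSO wells with enzyme plus substrate for no effect and substrate without enzyme for full effect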
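Assay system: LMPTP-A, protein tyrosine phosphatase of low molecular weight / Medium: pH 6.0 Bis-Tris buffer with DTT and Triton X-100 / Schedule: 50 min enzyme reaction at room temperature, protected from light / Measured by: endpoint fluorescence intensity from OMFP dephosphorylation / Read-out basis: % inhibition relative to no-enzyme and uninhibited control wells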
E coli Lon inh = inhibitors of E. coli Lon protease; P0A9M0; purified E. coli Lon protease, fluorescence polarization; inhibition, % at 7.94 µM; hit rate 0.42% among 360,000; in the data active = inhibition above about 13%, passing the limit was not always enough;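 also: 0% = enzyme with probe and DMSO and 100% = no enzyme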
Tb MetRS inh = blocks T. brucei methionyl-tRNA synthetase activity. purified T. brucei MetRS, ATP depletion, Kinase-Glo luminescence. inhibition, % at 11.9 µM. hit rate 0.4% among 360,000. AID 624268;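 active = inhibition above a per-plate cutoff of the control wells' mean inhibition plus 3 SD, cut at about 5.5% in these data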;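 also: 0% = DMSO wells median and 100% = median of wells with control inhibitor compound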
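assay system = parasite MetRS enzyme | timing = 15 min preincubation, 2 h reaction, all 25 °C | evaluation = percent inhibition relative to median high and low control wells | medium = HEPES buffer containing pyrophosphatase, BSA, spermine, DTT | compound = single dose, 11.9 µM final nominal, 0.9% final DMSO | detection = Kinase-Glo luminescence, ATP depletion format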
DNMT1 inh = blocks human DNA methyltransferase DNMT1 | P26358 | DNMT1 molecular beacon, Hinp1I cleavage, fluorescence | inhibition (reported as % activation of signal), % at 10 µM | hit rate 0.83% among 360,000 | AID 588458; in the data active = inhibition above about 50%
CendR NRP1 mod = modulators of CendR peptide binding to human neuropilin-1. inhibition, % at 25 µM. O14786. hit rate 0.85% among 360,000. FAM-RPARPAR peptide binding to NRP-1, fluorescence polarization;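 active = inhibition or corrected inhibition above about 18%, plus a signal ratio from 0.5 to 1.5, limit read from the data, passing the limit was not always enough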; also: strong numbers were not always called active
Target sequence (O14786 whole entry, looked up): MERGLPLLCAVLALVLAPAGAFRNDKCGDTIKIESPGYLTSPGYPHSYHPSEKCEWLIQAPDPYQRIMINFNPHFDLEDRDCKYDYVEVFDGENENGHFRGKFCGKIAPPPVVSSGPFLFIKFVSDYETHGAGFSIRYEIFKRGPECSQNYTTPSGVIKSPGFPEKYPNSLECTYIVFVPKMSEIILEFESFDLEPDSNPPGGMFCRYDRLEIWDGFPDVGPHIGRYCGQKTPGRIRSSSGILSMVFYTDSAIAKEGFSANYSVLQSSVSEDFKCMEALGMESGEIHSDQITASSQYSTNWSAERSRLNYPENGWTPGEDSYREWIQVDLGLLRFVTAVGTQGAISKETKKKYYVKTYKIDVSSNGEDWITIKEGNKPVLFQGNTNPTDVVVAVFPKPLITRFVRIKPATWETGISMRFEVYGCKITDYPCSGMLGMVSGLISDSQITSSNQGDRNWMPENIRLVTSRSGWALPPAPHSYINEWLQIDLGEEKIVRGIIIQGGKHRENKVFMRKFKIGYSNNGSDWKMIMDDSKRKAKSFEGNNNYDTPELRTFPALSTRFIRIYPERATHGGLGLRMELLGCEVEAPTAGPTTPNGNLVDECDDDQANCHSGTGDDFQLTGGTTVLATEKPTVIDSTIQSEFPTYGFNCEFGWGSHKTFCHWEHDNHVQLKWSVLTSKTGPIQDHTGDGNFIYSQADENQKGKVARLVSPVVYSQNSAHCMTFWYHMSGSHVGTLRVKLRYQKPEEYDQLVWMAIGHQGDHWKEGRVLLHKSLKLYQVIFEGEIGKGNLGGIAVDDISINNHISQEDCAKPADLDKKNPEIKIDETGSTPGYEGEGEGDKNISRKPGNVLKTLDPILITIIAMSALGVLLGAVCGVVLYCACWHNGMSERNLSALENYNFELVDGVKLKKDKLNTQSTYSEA
MsrA inh = inhibits bovine methionine sulfoxide reductase A | purified bovine MsrA, absorbance read-out | inhibition, % at 15.5 µM | hit rate 0.75% among 360,000; in the data active = inhibition above about 4.5%;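 also: 0% = vehicle wells with enzyme and 100% = reference inhibitor wells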
MsrA act = activates bovine MsrA enzyme | hit rate 0.3% among 360,000 | purified bovine MsrA, absorbance read-out | AID 602163 | activation, % at 10.6 µM; in the data active = activation above about 7.5%;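 also: 0% = vehicle and 100% = reference activator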
Active calls of the source: *; nt = not tested or not shown.

Fields: MsrA inh	SUMO1-SIM PPI	STEP block	MsrA act	Tb MetRS inh	LMPTP inh	Scp-1 inhibitor	CendR NRP1 mod	DNMT1 inh	E coli Lon inh
O=[N+]([O-])c1ccc(N(CC(O)CN2CCCCC2)S(=O)(=O)c2ccccc2)cc1 (stereo unspecified)
 : 0.5	-24	-4	-4	0.3	-0.4	-3	2	1	-1
COc1ccc(CCNc2c(N)n(Cc3ccccc3)c(=O)[nH]c2=O)cc1OC
 : -0.1	-13	-1	-4	-1.0	0.7	-1	-1	-5	0
CN1CCN(C(=O)C[C@@H]2C=C[C@H](NS(=O)(=O)c3cccc(F)c3)[C@@H](CO)O2)CC1
 : -0.1	10	nt	nt	-0.4	-4.1	nt	17	nt	nt
CCCc1nc(SCC(=O)NCc2ccco2)c2c(=O)n(C)c(=O)n(C)c2n1
 : 0.2	7	3	-2	0.3	-0.8	6	1	4	-3
O=C1OC(C(Cl)(Cl)Cl)Nc2ccccc21 (stereo unspecified)
 : 0.4	6	-1	-4	0.1	-1.9	nt	2	3	1
CN(C)S(=O)(=O)N(CC(=O)N1CCN(c2ccccc2)CC1)c1ccccc1
 : 0.2	2	-2	0	0.0	-0.3	-5	8	0	2
Cc1ccc(C(=O)OC(C)C(=O)Nc2ccc3c(c2)OCO3)c(O)c1 (stereo unspecified)
 : -1.0	7	-1	-1	0.2	0.9	-8	4	-16	-1
CC(=O)NC(Cc1cccc(C)c1)C(=O)NC1CCN(C(=O)c2ccc([N+](=O)[O-])cc2)CC1 (stereo unspecified)
 : -0.1	-7	2	-3	-0.2	-0.8	-6	1	-2	-4
O=C(NCc1ccccc1C(F)(F)F)C1CCC(=O)N(CCCc2ccccc2)C1 (stereo unspecified)
 : 0.7	3	0	-3	-0.4	1.9	-4	-2	0	3
COc1ccc(C(=O)NC2CCCc3c2cnn3-c2cccc(C)c2C)o1 (stereo unspecified)
 : 1.0	0	-1	-6	-0.6	-0.5	-5	4	1	11
Cc1cc(Cl)cc(Br)c1OCCNCC(C)O (stereo unspecified)
 : 0.0	2	-4	1	0.1	0.6	-7	10	0	-8
COc1ccc(NS(=O)(=O)c2cccc(C(=O)OCC(=O)c3c(N)n(C)c(=O)n(C)c3=O)c2)cc1
 : 0.0	3	-2	-3	0.6	0.9	-4	14	-5	0
CCN1CCN(c2nc(Nc3ccccc3F)nc(N)c2[N+](=O)[O-])CC1
 : 1.4	-7	0	-6	-0.4	-0.2	9	-6	-3	9
COC(=O)c1ccc(OC(=O)c2cccs2)cc1
 : -0.7	-2	-3	-2	0.0	-1.0	-5	-4	-1	1
COc1ccc(OC)c(N=C2C(=O)Nc3ccccc32)c1
 : -0.2	1	3	0	-0.6	-0.2	-7	-13	0	-5
COc1cc(/C=C/C(=O)O)ccc1OS(=O)(=O)c1ccc(C)cc1
 : 1.0	-1	6	-4	0.7	0.0	-2	10	-3	-2
COc1nc(OC/C(N)=N/O)nc(N2CCOCC2)n1
 : 0.6	-1	3	-7	-0.4	-0.1	-5	6	2	-6
O=C(CCS(=O)(=O)c1ccc(Cl)cc1)Nc1cccc(S(=O)(=O)N2CCCCCC2)c1
 : 0.2	-3	0	-2	-0.1	1.4	-13	11	-7	-9
COCCCN1C(=O)C(CC(=O)NC2CCCC2)CC(C(=O)N(C(C)C)C(C)C)=C1C (stereo unspecified)
 : 2.3	0	2	-6	-0.7	-1.1	nt	3	6	5
CN(Cc1ccccc1)S(=O)(=O)c1cccs1
 : 1.4	3	-6	-12	-1.2	1.1	-1	1	3	-10
Cc1ccc(S(=O)(=O)N(C)c2ccccc2C(=O)NC2CCCC2)cc1
 : -0.7	0	-9	-4	0.1	-1.1	4	13	-1	10
COc1cc(C)nc(NS(=O)(=O)c2ccc(C)cc2)n1
 : 0.2	0	3	-1	-1.1	0.9	-9	2	-9	-7
COc1ccc2c(c1)c(CC(=O)O)c(C)n2C(=O)c1ccc(Cl)cc1
 : 0.1	8	-3	-6	-1.2	-1.5	-11	0	2	-6
CN1c2ccccc2-c2nc3ccccc3n2C1c1ccncc1 (stereo unspecified)
 : 2.4	1	0	-7	-0.5	2.1	1	3	-5	-13
Cc1ccccc1C(=O)N1CCC(C(=O)Nc2ccc(S(=O)(=O)N3CCOCC3)cc2)CC1
 : 1.1	-9	-1	0	-0.5	0.2	-10	0	3	-9
COc1ccc(OCC(=O)Nc2cc(-c3nn4c(C)nnc4s3)ccc2C)cc1
 : -0.6	-2	4	-6	1.8	1.8	4	-15	18	0
Cc1cccc(NC(=O)CCc2ccc(S(=O)(=O)NC3CCCCC3)cc2)c1
 : -0.8	2	-6	-11	-2.2	0.5	-12	0	0	-13
CC1CCN(C(=O)CSc2nnc(-c3cccs3)o2)CC1
 : 0.4	-6	1	-1	0.2	-0.2	-10	1	0	3
Cc1ccc(S(=O)(=O)N2CCC(C)CC2)cc1C(=O)NCCN1CCOCC1
 : -1.1	0	2	-1	-0.5	-1.9	-5	10	3	1
COc1cc2c3c(c1OC)C1(C=CC(=O)C=C1)CC3N(C(=O)c1ccccc1)CC2 (stereo unspecified)
 : -0.9	-1	5	0	0.0	-0.8	-6	2	-8	4

3 entries from above, in markdown:
| Compound | MsrA inh | SUMO1-SIM PPI | STEP block | MsrA act | Tb MetRS inh | LMPTP inh | Scp-1 inhibitor | CendR NRP1 mod | DNMT1 inh | E coli Lon inh |
| --- | --- | --- | --- | --- | --- | --- | --- | --- | --- | --- |
| Cc1cccc(NC(=O)CCc2ccc(S(=O)(=O)NC3CCCCC3)cc2)c1 | -0.8 | 2 | -6 | -11 | -2.2 | 0.5 | -12 | 0 | 0 | -13 |
| CN(C)S(=O)(=O)N(CC(=O)N1CCN(c2ccccc2)CC1)c1ccccc1 | 0.2 | 2 | -2 | 0 | 0.0 | -0.3 | -5 | 8 | 0 | 2 |
| Cc1ccc(S(=O)(=O)N2CCC(C)CC2)cc1C(=O)NCCN1CCOCC1 | -1.1 | 0 | 2 | -1 | -0.5 | -1.9 | -5 | 10 | 3 | 1 |

(more compounds)
Fields: MsrA inh	SUMO1-SIM PPI	STEP block	MsrA act	Tb MetRS inh	LMPTP inh	Scp-1 inhibitor	CendR NRP1 mod	DNMT1 inh	E coli Lon inh
CCOc1ccc(NC(=O)c2ccc(OCC3CCCO3)cc2)cc1S(=O)(=O)N(CC)CC (stereo unspecified)
 : -0.2	-1	1	-2	-0.4	0.5	-7	0	-1	-2
CN(Cc1ccc(OC(F)F)cc1)C(=O)c1ccc2nccnc2c1
 : -0.1	-6	-2	-6	-1.0	-0.7	-6	-16	-7	-1
COc1ccccc1N(CC(=O)NCCSCc1ccccc1)S(=O)(=O)c1ccc(C)cc1
 : -0.5	8	4	-2	-0.6	5.4	-15	19*	-2	-5
Cc1cc(C(=O)N/N=C/C=C/c2ccccc2)n[nH]1
 : 5.8*	-24	1	-7	-0.1	-0.6	-1	-6	2	6
Cc1ccc2c(c1)N(CCC(=O)NCCCOC(C)C)C(=O)C(C)O2 (stereo unspecified)
 : 0.2	-2	-2	2	-0.8	-0.1	0	16	-1	10
Cc1cc(C)nc(-n2nc(C)cc2NC(=O)c2cccc(S(=O)(=O)N3CCOCC3)c2)n1
 : -0.9	6	2	-13	-0.9	-1.1	10	-2	2	-7
O=C(Cc1cn(Cc2cccc(Cl)c2)c2ccccc12)N1CCCC1
 : -0.7	0	1	0	-0.6	0.6	-30	-14	-5	0
CCNC(=S)NNC(=O)Nc1ccccc1
 : nt	-2	0	0	-0.2	-0.6	-3	4	-2	-3
Cc1ccc(C(C(=O)NCc2ccc(F)cc2)N(C(=O)c2csnn2)C2CC2)cc1 (stereo unspecified)
 : 0.2	-4	-2	0	0.1	-0.8	-10	12	2	-8
CCOC(=O)c1c(C)[nH]c(C(=O)Cn2c(=O)oc3ccccc32)c1C
 : 1.1	-6	-3	-4	-0.7	-1.4	-10	12	1	-6
COc1ccc(OC)c([N+](=O)[O-])c1C(N)=O
 : 1.9	5	21	-2	-0.3	14	68*	4	75*	-5
CS(=O)(=O)N1CCC(C(=O)Nc2cc(C(F)(F)F)ccc2Cl)CC1
 : 0.0	0	-1	-1	0.3	-0.3	-1	14	0	-3
C#CCOC(=O)C[N+](C)(C)CC#Cc1ccccc1
 : 1.0	2	-2	-7	-0.5	-1.3	-1	-7	-1	-1
COc1ccc(N2CCN(C(=O)CCC(=O)N3CCOc4ccc(Cl)cc43)CC2)cc1
 : 0.7	7	5	-7	-0.4	-0.7	-7	0	-2	3
Cc1ccc(C)c2c1cc(C)c1nnc(SCC(=O)c3cccs3)n12
 : -0.7	-8	4	-4	-0.2	-0.2	-3	0	-3	-12
COc1ccc(-c2ccc(-c3nnc(Cc4ccc(OC)c(OC)c4)o3)cc2)cc1
 : 1.7	2	-1	-4	-0.6	1.2	-16	-12	-17	10
COc1ccc(Cl)cc1NC(=O)Nc1cccc([N+](=O)[O-])c1C
 : 0.0	-5	-3	2	-1.7	1.9	-21	12	-6	-2
CCN1CCCC1CNC(=O)c1cc(OC)c(OC)c(OC)c1 (stereo unspecified)
 : 1.5	-1	-11	-8	-0.1	0.5	-6	1	1	-2
O=C(C1CCCO1)N1CCN(c2ccc(F)cc2)CC1 (stereo unspecified)
 : -0.9	0	0	2	-0.9	-1.2	-1	10	5	2
CCCC/C=C/c1cccc2nncn12
 : -0.7	-19	0	-4	0.2	0.2	nt	6	6	-16
COc1ccc(CCNC(=O)c2nnc(CS(=O)(=O)c3ccccc3)o2)cc1OC
 : 0.3	-4	1	-3	-0.9	-0.6	-1	0	8	-7
O=C(c1[nH]c(C(F)(F)F)nc1-c1ccccc1)N1CCN(c2ncccc2C(F)(F)F)CC1
 : 0.1	10	-3	-6	-0.8	-0.6	nt	0	-1	-4
Cc1ccc(NC(=O)COc2ccc(Cl)cc2Cl)cc1S(=O)(=O)N1CCOCC1
 : 0.5	3	-1	-9	0.1	3.6	-6	-15	10	3
c1ccc(-n2cc(CNCCc3cscn3)c(-c3ccc4c(c3)OCO4)n2)cc1
 : 6.3*	3	-1	-3	-0.3	0.7	1	3	-1	-9
CC(=O)c1ccc(S(=O)(=O)Nc2ccc(C(=O)NCCCn3ccnc3)cc2)cc1
 : 0.7	8	-1	-8	-0.3	4.4	-3	-15	3	-10
O=C(Nc1c2c(nn1-c1cccc(Cl)c1)CS(=O)C2)c1ccc2c(c1)OCO2 (stereo unspecified)
 : -0.3	3	-2	-2	0.5	0.8	-3	4	2	4
Cc1nn(-c2ccc(Cl)c(Cl)c2)c(C)c1C(=O)O
 : 0.4	-1	-1	-3	0.4	-1.1	-3	3	-2	-1
COc1cccc(-c2nn(-c3ccccc3)cc2C(=O)NCC(=O)O)c1
 : -0.7	3	0	-7	-0.3	0.0	-2	-6	1	-10
